Bioassay records from PubChem BioAssay.
rCAG RNA binder – binds r(CAG) RNA repeats; AID 651821; inhibition, % at 3 µM; r(CAG) RNA repeat, TO-PRO-1 dye displacement fluorescence; hit rate 1.3% among 370,000;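 active = inhibition above the plate cutoff, the mean of all test compounds on that plate plus 3 SD, cut at about 35% in these data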;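 also: 0% = DMSO alone and 100% = 100 µM mitoxantrone as full dye displacement; higher means more dye released from RNA so lower well fluorescence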
UHRF1 MBD2 ctr – UHRF1 methyl-DNA binding inhibition | UHRF1 binding to methylated oligo, TR-FRET | inhibition, % at 4.4 µM | Q96T88 | AID 687016 | hit rate 0.75% among 370,000; in the data active = inhibition above about 21%;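 also: UHRF1 SRA domain binding a hemimethylated CpG hairpin DNA probe; 0% = median of test compound wells and 100% = reference inhibitor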
NPR1 activator – GC-A (human) enzyme activation | AID 1671463 | hit rate 0.14% among 370,000 | activation, % at 10 µM | HEK293 GC-A cells, cGMP TR-FRET, EC30 ANP; 0% at EC30 ANP, 100% saturating ANP | P16066; in the data active = activation above about 40%
SIAE primary – inhibitors of human sialic acid acetylesterase SIAE | inhibition, % at 9.66 µM | SIAE FP-Rh probe binding, fluorescence polarization | Q9HAT2 | AID 1053197 | hit rate 0.69% among 370,000;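 active = inhibition above a cutoff: mean of compounds within the control limits plus 3 SD of those, cut at about 17% in these data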;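 also: 0% = plate median of compound wells and 100% = probe without SIAE protein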
MBD2 inh – blocks human MBD2 binding to methylated DNA | TR-FRET, MBD2 binding to methylated oligonucleotide | inhibition, % at 4.4 µM | hit rate 0.31% among 370,000 | AID 686964; in the data active = inhibition above about 13%
ABHD4 inh – ABHD4 (mouse) inhibition, primary FP screen. Q8VD66. purified mABHD4, FP-Rh probe fluorescence polarization. inhibition, % at 8.92 µM. hit rate 0.54% among 370,000;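 active = inhibition exceeding the mean over every tested compound plus 3 SD, cut at about 30% in these data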;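 also: 0% = plate median of compound wells and 100% = S159A mutant with DMSO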
Target sequence (Q8VD66 whole entry, looked up): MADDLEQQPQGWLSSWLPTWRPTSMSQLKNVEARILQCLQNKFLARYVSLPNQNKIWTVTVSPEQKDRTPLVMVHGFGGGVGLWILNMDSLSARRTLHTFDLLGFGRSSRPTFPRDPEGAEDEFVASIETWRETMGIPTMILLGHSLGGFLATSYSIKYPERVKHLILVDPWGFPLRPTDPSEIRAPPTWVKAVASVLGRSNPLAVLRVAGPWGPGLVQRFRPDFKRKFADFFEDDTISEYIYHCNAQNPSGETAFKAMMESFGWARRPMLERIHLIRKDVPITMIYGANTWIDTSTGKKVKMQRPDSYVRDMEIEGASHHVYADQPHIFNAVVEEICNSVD
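Material: mouse ABHD4 enzyme, wild type; Benchmarks: S159A mutant high control, sample median low control; Buffer or medium: HEPES pH 7.0, NaCl, Pluronic buffer; Signal: fluorescence polarization; Read-out: percent inhibition of probe binding, normalized to plate controls; Timing: pre-incubation 45 min, probe exposure 60 min, at 25 °C; Dosing: 8.92 µM, single dose.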
TCR-CD3 inh – inhibitors of human TCR-CD3 interaction; inhibition, % at 9.4 µM; TAMRA-labeled TCR probe fluorescence, biochemical; hit rate 0.37% among 360,000; AID 651800; in the data active = inhibition above about 19%;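 also: recombinant mutant TCR 2C K166C tagged with TAMRA read by polarization; 0% = receptor in buffer alone and 100% = receptor with positive control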
GC-B act – GC-B (human) receptor activation | P20594 | HEK293-GC-B cells, CNP EC30, cGMP TR-FRET; 0% at EC30 CNP, 100% saturating CNP | activation, % at 10 µM | hit rate 0.11% among 370,000 | AID 1920062;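 active = activation at 10 µM reaching about 35% in either raw or pattern-adjusted values, limit read from the data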
PRMT1 FP inh – PRMT1 (human) inhibition, primary screen | recombinant PRMT1, activity-based probe fluorescence polarization | AID 652257 | hit rate 1.3% among 370,000 | inhibition, % at 2.79 µM | Q99873;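 active = inhibition above about 21% made by adding two undisclosed values, limit read from the data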
HTRA1 inhibitor – inhibitors of human serine peptidase HTRA1 | Q92743 | recombinant HTRA1, FP-rhodamine activity-based probe, fluorescence polarization | inhibition, % at 5.96 µM | hit rate 0.5% among 340,000 | AID 504803; in the data active = inhibition above about 36%;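 also: 0% = enzyme with DMSO and 100% = wells lacking enzyme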
Target sequence (Q92743 whole entry, looked up): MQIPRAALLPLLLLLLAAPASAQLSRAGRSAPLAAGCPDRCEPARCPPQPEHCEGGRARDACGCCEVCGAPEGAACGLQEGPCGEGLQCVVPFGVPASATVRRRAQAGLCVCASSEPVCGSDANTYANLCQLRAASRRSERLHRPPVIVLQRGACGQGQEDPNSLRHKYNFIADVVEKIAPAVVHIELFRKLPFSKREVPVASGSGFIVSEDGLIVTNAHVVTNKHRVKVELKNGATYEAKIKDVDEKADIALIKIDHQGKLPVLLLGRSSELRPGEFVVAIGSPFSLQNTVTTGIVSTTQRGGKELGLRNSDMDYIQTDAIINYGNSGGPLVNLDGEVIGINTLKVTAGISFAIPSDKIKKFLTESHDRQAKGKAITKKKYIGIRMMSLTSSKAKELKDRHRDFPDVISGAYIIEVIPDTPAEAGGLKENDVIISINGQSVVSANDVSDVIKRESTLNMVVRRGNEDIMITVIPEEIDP
An asterisk follows results filed as active; . = not tested or not shown. An excerpt; rates above refer to the full screens.

SMILES	rCAG RNA binder	UHRF1 MBD2 ctr	NPR1 activator	SIAE primary	MBD2 inh	ABHD4 inh	TCR-CD3 inh	GC-B act	PRMT1 FP inh	HTRA1 inhibitor
O=C1CC(N2CCOCC2)C(=O)N1c1cccc(Cl)c1 (centres undefined)	2	0	0	-1	-4	5	4	4	10	-5
O=C1CC(c2ccccc2)C(C(=O)O)N1 (centres undefined)	1	2	4	-2	1	1	-4	-5	0	2
O=C(c1cc(COc2ccc(F)cc2F)on1)N1CCN(C2CCCC2)C(=O)C1	-3	-4	7	5	-8	6	5	2	-6	-2
O=C(N/N=C/c1coc2ccccc2c1=O)c1cc(Br)c(O)c(Br)c1	4	-2	2	-2	-4	10	-3	10	-5	13
CCCc1nc2c(C)cc(Br)cn2c1Cc1ccc(C)cc1	10	22*	-6	1	7	1	-6	1	5	.
COC(=O)N/N=C/c1cn(CCCOc2ccc(C)cc2)c2ccccc12	-1	-4	-10	1	-3	-6	5	-7	1	-7
CC(=O)Nc1ccc(C(=O)NN2C(=O)NC3(CCCCC3)C2=O)cc1	-6	0	1	0	3	2	3	2	3	-3
COc1cccc(CC2(CO)CCCN(Cc3cn[nH]c3-c3ccc(F)cc3)C2)c1 (centres undefined)	-7	-1	-14	1	5	0	8	-9	-5	-11
NC(=O)[C@@H]1CCCNc2c(I)cc([N+](=O)[O-])cc2C(=O)N[C@@H](Cc2ccccc2)C(=O)N[C@@H](Cc2cnc[nH]2)C(=O)N1	6	14	-1	2	9	1	6	3	2	-10
OC(c1ccccc1)(c1nc(-c2cccc(F)c2)cs1)C(F)(F)F (centres undefined)	0	-1	4	-16	-8	-37	5	-5	-4	.
CC(=O)Nc1ccc(S(=O)(=O)N2CCCN(S(=O)(=O)c3ccc(C)cc3)CC2)cc1	0	-3	1	-1	-7	1	13	2	0	-2
CCOC(=O)c1csc(CCNC(=O)c2oc3c(Cl)cc(C)cc3c2C)n1	-2	0	-3	-5	-4	2	7	-6	-1	-10
Cc1nc(-c2ccc(Cl)cc2)sc1C1(C)CC(c2cccc([N+](=O)[O-])c2)=NO1 (centres undefined)	2	-1	0	1	-2	-10	2	0	-5	-25
COc1ncnc2sc(-c3ccccc3)cc12	2	-1	-8	5	-5	-6	-2	-6	-1	-8
Cc1ccc(S(=O)(=O)N2CC[C@H]3[C@@H](C2)C(=O)C[C@@H](c2ccccc2)N3S(=O)(=O)c2ccc(C)cc2)cc1	8	0	-1	-1	0	10	0	5	5	.
CN(C)Cc1ccccc1Cc1ccccc1	-1	1	-5	-2	0	6	-5	1	2	-2
Cc1ccccc1C(=O)NCC(=O)O	-2	0	2	-1	6	0	5	0	-7	4
CC(=O)Nc1cccc(NC(=O)c2sc3ncn(CC(=O)N4CCCCC4)c(=O)c3c2C)c1	4	-1	0	-2	-6	-2	-3	5	-2	0
Cc1ccc(-c2csc(Nc3ccccn3)n2)cc1	7	-1	13	-1	-2	13	2	-3	-1	-16
N=c1n(CCN2CCCCC2)c2ccccc2n1CC(O)c1ccco1 (centres undefined)	4	0	-8	-4	3	-16	-9	-2	8	5
COc1ccc(OCC(O)CNC(=O)c2ccccc2C(=O)O)cc1 (centres undefined)	-5	7	5	-1	3	0	-4	1	0	4
COc1ccccc1CNC(=O)COC(=O)Cc1cccs1	1	-1	1	3	2	3	-8	-2	-2	3
CC(=O)c1ccc(NC(=O)c2ccc(CNc3c(N4CCCC4)c(=O)c3=O)cc2)cc1	-1	7	-1	-5	8	0	-5	-5	9	-1
CCc1cccc2c(C=C(C#N)C#N)cn(CC(=O)N3CCCCCC3)c12	-2	0	2	1	-3	2	5	3	0	-1
Cc1ccc(NC(=O)c2oc3ccc(Br)cc3c2C)cc1S(=O)(=O)N1CCOCC1	3	-2	4	-1	1	-10	-1	8	-1	-5

An excerpt of these results, as comma-separated lines.
molecule,rCAG RNA binder,UHRF1 MBD2 ctr,NPR1 activator,SIAE primary,MBD2 inh,ABHD4 inh,TCR-CD3 inh,GC-B act,PRMT1 FP inh,HTRA1 inhibitor
NC(=O)[C@@H]1CCCNc2c(I)cc([N+](=O)[O-])cc2C(=O)N[C@@H](Cc2ccccc2)C(=O)N[C@@H](Cc2cnc[nH]2)C(=O)N1,6,14,-1,2,9,1,6,3,2,-10
OC(c1ccccc1)(c1nc(-c2cccc(F)c2)cs1)C(F)(F)F (centres undefined),0,-1,4,-16,-8,-37,5,-5,-4,.
CC(=O)Nc1ccc(S(=O)(=O)N2CCCN(S(=O)(=O)c3ccc(C)cc3)CC2)cc1,0,-3,1,-1,-7,1,13,2,0,-2
CCOC(=O)c1csc(CCNC(=O)c2oc3c(Cl)cc(C)cc3c2C)n1,-2,0,-3,-5,-4,2,7,-6,-1,-10
Cc1nc(-c2ccc(Cl)cc2)sc1C1(C)CC(c2cccc([N+](=O)[O-])c2)=NO1 (centres undefined),2,-1,0,1,-2,-10,2,0,-5,-25
COc1ncnc2sc(-c3ccccc3)cc12,2,-1,-8,5,-5,-6,-2,-6,-1,-8
Cc1ccc(S(=O)(=O)N2CC[C@H]3[C@@H](C2)C(=O)C[C@@H](c2ccccc2)N3S(=O)(=O)c2ccc(C)cc2)cc1,8,0,-1,-1,0,10,0,5,5,.
CN(C)Cc1ccccc1Cc1ccccc1,-1,1,-5,-2,0,6,-5,1,2,-2
Cc1ccccc1C(=O)NCC(=O)O,-2,0,2,-1,6,0,5,0,-7,4
CC(=O)Nc1cccc(NC(=O)c2sc3ncn(CC(=O)N4CCCCC4)c(=O)c3c2C)c1,4,-1,0,-2,-6,-2,-3,5,-2,0
Cc1ccc(-c2csc(Nc3ccccn3)n2)cc1,7,-1,13,-1,-2,13,2,-3,-1,-16
N=c1n(CCN2CCCCC2)c2ccccc2n1CC(O)c1ccco1 (centres undefined),4,0,-8,-4,3,-16,-9,-2,8,5
COc1ccc(OCC(O)CNC(=O)c2ccccc2C(=O)O)cc1 (centres undefined),-5,7,5,-1,3,0,-4,1,0,4
COc1ccccc1CNC(=O)COC(=O)Cc1cccs1,1,-1,1,3,2,3,-8,-2,-2,3
CC(=O)c1ccc(NC(=O)c2ccc(CNc3c(N4CCCC4)c(=O)c3=O)cc2)cc1,-1,7,-1,-5,8,0,-5,-5,9,-1
CCc1cccc2c(C=C(C#N)C#N)cn(CC(=O)N3CCCCCC3)c12,-2,0,2,1,-3,2,5,3,0,-1
Cc1ccc(NC(=O)c2oc3ccc(Br)cc3c2C)cc1S(=O)(=O)N1CCOCC1,3,-2,4,-1,1,-10,-1,8,-1,-5

Later entries:
SMILES	rCAG RNA binder	UHRF1 MBD2 ctr	NPR1 activator	SIAE primary	MBD2 inh	ABHD4 inh	TCR-CD3 inh	GC-B act	PRMT1 FP inh	HTRA1 inhibitor
O=C(Nc1ccccc1)C1Cc2c(-c3ccc4c(c3)OCO4)ccnc2O1 (centres undefined)	3	2	13	2	-3	0	-7	17	-1	.
COc1ccccc1-c1csc(C(C)(O)c2cccc(F)c2)n1 (centres undefined)	2	1	-1	-7	3	-17	9	-1	-1	.
O=C(O)c1cccc2c1C(=O)N(CC1CCCO1)C2 (centres undefined)	-2	1	1	-3	-1	-1	3	8	3	-7
COc1cc(C2C(C#N)=C(N)N(Nc3ccccc3)C3=C2C(=O)CC(C)(C)C3)ccc1OCc1cccc(F)c1 (centres undefined)	11	-3	-1	-2	1	-29	7	1	-2	-53
COc1ccc(N2CCN(Cc3cc4c(cc3Br)OCCO4)CC2)cc1	3	-1	-11	4	-3	9	6	-7	-3	-21
NC(=O)NC(CC(=O)NCCCc1ccccc1)c1ccc(Cl)cc1 (centres undefined)	-2	-1	-3	-9	-3	-7	4	-2	-3	-4
N#C/C(=C(\O)C(F)(F)F)c1nnc2n1CCCCC2	1	1	5	-8	-3	-4	1	1	-5	6
CCCn1ncc([C@@H]2C[C@H]3CN(Cc4cccc(Cl)c4)C(=O)[C@]34CCCN24)c1C	-12	2	4	18*	1	-1	14	-3	-5	5
Cc1ccc(OCCn2c(=O)oc3ccc(C)cc32)cc1	-6	-1	-4	6	3	-1	-7	-6	3	-14
O=C1CC2(CCCC2)C(=O)N1CN1CCN(S(=O)(=O)c2ccc(F)cc2F)CC1	2	-2	-1	-1	3	-1	-7	6	1	0
O=C(COC(=O)c1ccccc1)Nc1cccc(S(=O)(=O)NC2=NCCCCC2)c1	-2	0	1	-6	-3	5	4	-1	-4	13
CCc1ccc(C(=O)CCC(=O)Nc2ccc(OC)c(S(=O)(=O)N3CCCCC3)c2)cc1	10	4	-7	-4	1	-11	-4	-8	6	-12
N#Cc1ccccc1NCCCN1CCC(C(O)(c2ccccc2)c2ccccc2)CC1	2	-1	-19	-4	-4	-2	.	-26	-5	.
CC(NC(=O)C(=O)NCCC1=CCCCC1)c1ccccc1 (centres undefined)	4	6	-2	2	-2	-4	-6	0	2	-1
Cc1cc2c(Nc3cccc(O)c3)ncnc2s1	-1	-1	-2	1	-2	0	-2	-5	-5	-4
CCOc1cc(CNCc2ccccc2)ccc1OCC(=O)NC1CCCCC1	-6	0	-2	-1	-2	8	-2	-12	4	4
CC(C)(C)c1ccc(Cn2nc(CC(=O)O)c3ccccc3c2=O)cc1	14	-1	-1	-2	0	-2	3	1	3	0
NC(=O)C1CCN(C(=S)NCc2ccc3c(c2)OCO3)CC1	-1	0	-2	-9	0	-3	0	4	3	-4
COc1ccc(OC)c(-n2c(=S)[nH]c3cc(C(=O)N4CCC(C(N)=O)CC4)ccc3c2=O)c1	2	1	0	6	-2	-4	11	-1	0	4

A different layout for 2 compounds above.
> NC(=O)NC(CC(=O)NCCCc1ccccc1)c1ccc(Cl)cc1 (centres undefined)
  rCAG RNA binder: -2
  UHRF1 MBD2 ctr: -1
  NPR1 activator: -3
  SIAE primary: -9
  MBD2 inh: -3
  ABHD4 inh: -7
  TCR-CD3 inh: 4
  GC-B act: -2
  PRMT1 FP inh: -3
  HTRA1 inhibitor: -4
> N#C/C(=C(\O)C(F)(F)F)c1nnc2n1CCCCC2
  rCAG RNA binder: 1
  UHRF1 MBD2 ctr: 1
  NPR1 activator: 5
  SIAE primary: -8
  MBD2 inh: -3
  ABHD4 inh: -4
  TCR-CD3 inh: 1
  GC-B act: 1
  PRMT1 FP inh: -5
  HTRA1 inhibitor: 6
